# Bioassay records as filed in PubChem BioAssay.
# CDK5 inh: inhibitors of human CDK5/p35 kinase, primary screen, biochemical, single concentration; Cyclin-dependent kinase 5 (Homo sapiens) + Cyclin-dependent kinase 5 activator 1 (Homo …; Recombinant CDK5/p35, ADP-Glo luminescence, 60 min; inhibition, % at 10 µM; 0.01% of 330,000 active; AID 488839, 2010;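 active means highest replicate inhibition of at least 50% and at least 75% of replicates reaching 50%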;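 further: plate controls were DMSO neutral control for no effect and GW8510 at 10 µM for full effect; many of its hits are not listed in these tables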
# Wnt bcat act: Wnt/beta-catenin pathway activators, primary screen, cell-based, plate reader, single point; Wnt/beta-catenin reporter cell assay, activator; activation, % at 9.35 µM; 1.2% of 300,000 active; AID 743398, 2014; in the data active means activation above about 30%, passing the limit was not always enough;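 further: 0% = neutral control wells and 100% = positive control wells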
# SR-BI DiI-HDL act: activators of SR-BI mediated DiI-HDL uptake, primary screen, ldlA[mSR-BI] CHO cells, DiI fluorescence; 3 h; 100 = double the neutral-control signal; activation, % at 12.5 µM; 0.096% of 320,000 active; AID 504775, 2011;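 active means mean replicate activation of at least 60% and every replicate at or above 60%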;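 further: 0% = median plate neutral-control signal and 100% = twice that signal; values of inactives mirror those of a sister screen read the other way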
#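 Material: SR-BI-overexpressing, LDLR-lacking CHO cells; schedule: compound exposure 3 h, 37 °C; reagent: DiI-labelled HDL at 10 µg/mL final; technique: bottom-read fluorescence, 550/595 nm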
# Rtt109 Vps75: inhibitors of C. albicans Rtt109/Vps75 HAT, primary screen, biochemical, ThioGlo CoA-SH fluorescence, plate reader | AID 540336, 2011 | inhibition, % at 34.9 µM | 0.16% of 330,000 active | purified Rtt109/Vps75, 4 h | Histone acetyltransferase RTT109 (Candida albicans (strain SC5314 / ATCC MYA-2876)), …;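 active means inhibition of at least 50% in every replicate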
# HTR5A ag ctr: HTR5A agonists in luminescence cell assay, primary screen, counter-screen for OPRM1-OPRD1 heterodimer agonist project, full-deck HTS. 5-hydroxytryptamine receptor 5A (Homo sapiens), P47898. cell-based. activation, % at 9.3 µM. 0.61% of 340,000 active; in the data active means activation mostly above about 9.5%, no sharp cut-off; inactive means mostly below about 7.6%;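 further: 0% = cells with vehicle only and 100% = reference agonist; strong numbers were not always called active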
# cardiac RTF act: cardiac RTF calcium sensitivity activators, primary screen, biochemical, IANBD-TnC fluorescence, EC20 calcium; Troponin I, cardiac muscle (Homo sapiens) + Troponin T, cardiac muscle (Homo sapiens) + …; IANBD-labeled TnC RTF fluorescence at EC20 calcium; 0% EC20 calcium, 100% full calcium; activation, % at 7.2 µM; 0.24% of 340,000 active;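 active means activation above the mean over all tested compounds plus 3 SD, cut at about 30% in these data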;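 further: rise in fluorescence read as greater calcium sensitivity of cardiac thin filaments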
# MITF act: activators of MITF-driven TRPM1 promoter reporter, primary screen, cell-based, SK-MEL-5, luciferase, single point; 0.75% of 300,000 active; activation, % at 12.5 µM; SK-MEL-5 TRPM1-promoter luciferase, 24 h; % of positive control, neutral wells = 0;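 active means mean activation of at least 80% with every replicate also reaching 80%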;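 further: 0% = neutral control wells and 100% = parthenolide positive control wells; values of inactives mirror those of a sister screen read the other way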
# PvdQ acylase: P. aeruginosa PvdQ acylase inhibitors, primary screen, biochemical, fluorescence, plate reader and imaging, single point. PvdQ acylase [Pseudomonas aeruginosa LESB58]. purified PvdQ acylase. inhibition, % at 10 µM. 0.063% of 340,000 active; in the data active means inhibition above about 30%, passing the limit was not always enough;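 further: 0% = vehicle neutral wells and 100% = reference inhibitor wells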
# dFosB activator: activators of delta FosB homodimer, primary screen, biochemical, fluorescence polarization, TAMRA-CDK5 oligo, single point; Protein FosB (Mus musculus), P13346; 0.99% of 340,000 active; AID 493131, 2011; purified delta FosB; percent of positive-control signal above neutral wells; activation, % at 25 µM;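 active means mean activation above about 17%, with every replicate also reaching it, limit read from the data, passing the limit was not always enough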;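 further: fluorescence polarization rise as delta FosB binds a TAMRA Cdk5 AP-1 oligo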
# Target sequence (P13346 whole entry, looked up): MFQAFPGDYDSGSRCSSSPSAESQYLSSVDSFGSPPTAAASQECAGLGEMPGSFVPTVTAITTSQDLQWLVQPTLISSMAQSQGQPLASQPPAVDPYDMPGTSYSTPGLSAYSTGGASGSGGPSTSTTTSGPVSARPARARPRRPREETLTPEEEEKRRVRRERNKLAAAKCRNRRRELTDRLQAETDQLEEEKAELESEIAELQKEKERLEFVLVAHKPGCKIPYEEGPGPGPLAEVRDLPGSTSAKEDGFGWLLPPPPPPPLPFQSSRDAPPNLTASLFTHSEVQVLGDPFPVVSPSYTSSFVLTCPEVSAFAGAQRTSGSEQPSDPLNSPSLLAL
# SR-BI DiI inh: inhibitors of SR-BI mediated HDL lipid uptake, primary screen, ldlA[mSR-BI] cells, fluorescence, single point; inhibition, % at 12.5 µM; AID 488896, 2010; ldlA[mSR-BI] CHO cells, DiI-HDL uptake fluorescence, 3 h; 0.96% of 320,000 active;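 active means mean replicate inhibition of at least 70% and a set share of replicates each scoring 70 or more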;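 further: 0% = median of neutral control wells and 100% = median of positive control wells; values of inactives mirror those of a sister screen read the other way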
# Target sequence (Q61009 whole entry, looked up): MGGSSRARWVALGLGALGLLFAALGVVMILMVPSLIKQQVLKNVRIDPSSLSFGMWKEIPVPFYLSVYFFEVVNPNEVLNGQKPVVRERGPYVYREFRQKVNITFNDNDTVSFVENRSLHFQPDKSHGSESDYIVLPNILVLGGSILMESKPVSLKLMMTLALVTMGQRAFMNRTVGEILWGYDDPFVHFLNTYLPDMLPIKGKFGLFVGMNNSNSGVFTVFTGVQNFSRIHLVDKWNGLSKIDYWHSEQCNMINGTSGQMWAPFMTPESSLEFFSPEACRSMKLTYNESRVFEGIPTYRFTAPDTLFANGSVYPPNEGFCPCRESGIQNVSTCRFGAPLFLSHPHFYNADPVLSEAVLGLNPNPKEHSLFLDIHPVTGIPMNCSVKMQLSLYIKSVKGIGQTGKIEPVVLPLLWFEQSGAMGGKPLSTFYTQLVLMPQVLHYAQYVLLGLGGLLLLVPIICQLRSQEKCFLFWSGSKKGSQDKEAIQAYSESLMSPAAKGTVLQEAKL
# The depositor's hits bear a star; · = not tested or not shown.
smiles | CDK5 inh | Wnt bcat act | SR-BI DiI-HDL act | Rtt109 Vps75 | HTR5A ag ctr | cardiac RTF act | MITF act | PvdQ acylase | dFosB activator | SR-BI DiI inh
CC(C)OP(=O)(CCP(=O)(OC(C)C)OC(C)C)OC(C)C | -0.3 | 3 | -8 | 7 | -1 | 8 | -6 | 2 | -11 | 8
Cn1c(CN2CCCCC2)nc2cc(NC(=O)c3ccc(Cl)cc3)ccc21 | 0.0 | · | -13 | -8 | 39* | 10 | -3 | -10 | -12 | 13
CCOC(=O)N1CCN(C(=O)c2cn(C)c3ccc(S(=O)(=O)N4CCOCC4)cc3c2=O)CC1 | 0.6 | 1 | 17 | -5 | 0 | -7 | -2 | -12 | 3 | -17
O=C(O)c1cc(-c2ccco2)nc2cc3ccccc3cc12 | -11 | 8 | 0 | -1 | -5 | 3 | · | 14 | -13 | 0
CCOC(=O)CC1=NN(c2ccccc2)C(=O)/C1=C\c1ccc(N(C)C)cc1 | -0.2 | -2 | 25 | 1 | 1 | -1 | 6 | -1 | -3 | -25
CSc1nc(NC(C)(C)C)nc(Oc2ccc(=O)[nH]n2)n1 | 0.2 | · | -2 | -2 | 0 | -1 | -1 | -11 | -3 | 2
CN(CC(=O)Nc1ccc(Cl)c(Cl)c1)C(=O)CC1OC(=O)c2ccccc21 (stereo not given) | 1.0 | 0 | 4 | 4 | -6 | -9 | -10 | -9 | -3 | -4
CSc1ccc(CNCCCSc2ncccn2)cc1 | 1.3 | -1 | 11 | 34 | 1 | 3 | 2 | 3 | -6 | -11
Cn1c(Cn2cnc([N+](=O)[O-])n2)nnc1SCC(=O)Nc1ccc(Br)cc1 | 0.7 | 2 | -4 | -1 | 0 | -1 | -20 | -15 | 3 | 4
Cc1ccc(S(=O)(=O)N2CCCC(NC(=O)N3CCN(c4ccccc4)CC3)C2)cc1 (stereo not given) | 0.0 | · | -12 | -3 | 0 | 4 | -13 | -9 | -9 | 12
CCCCCCn1c(COc2ccccc2F)nnc1SCC(=O)NC1CCS(=O)(=O)C1 (stereo not given) | -3.0 | -1 | 10 | 0 | 3 | -3 | -7 | -8 | -23 | -10
COc1ccc(C(=O)NCCSC2CCCCC2)cc1 | 3.3 | · | -4 | -3 | 0 | -9 | 71 | 21 | -5 | 4
Cc1ccc(S(=O)(=O)N2CCCC2)cc1C(=O)NCc1ccccn1 | 0.1 | -1 | 11 | -12 | -1 | -4 | -8 | 0 | 3 | -11
Cc1ccc(N2C(=O)CSC2c2cccs2)cc1 (stereo not given) | -0.2 | 0 | -3 | 12 | -7 | 0 | -5 | -12 | -3 | 3
OCCC1CN(Cc2ccccc2-c2ccco2)CCN1C1CCCC1 (stereo not given) | -0.9 | -4 | -5 | 3 | -1 | 1 | -2 | 1 | 2 | 5
COc1ccc(OC)c(C(C)NC(=O)C23CC4CC(CC(C4)C2)C3)c1 (stereo not given) | -0.1 | -2 | -3 | 12 | 1 | -7 | -9 | -1 | -2 | 3
CC/C(=C\C(=O)c1cccnc1)Nc1ccc(C)c(C)c1 | 0.5 | -1 | 1 | 12 | -6 | -7 | -3 | 9 | 5 | -1
CCCN(Cc1cc2cc(C)ccc2[nH]c1=O)C(=O)c1ccccn1 | -0.2 | -1 | 9 | -2 | 1 | 3 | 0 | -6 | -10 | -9
COC(=O)c1ccccc1OS(=O)(=O)N(C)C | 1.8 | 0 | 33 | 3 | 8 | 2 | -9 | 1 | -5 | -33
O=C(Cc1cccs1)N1CCN(c2nc(-c3ccc(Cl)cc3)cs2)CC1 | -1.8 | 1 | -34 | 3 | 6 | 2 | 1 | -16 | -12 | 34
NC(=O)c1c(N)sc2c1CCC2 | 2.8 | -1 | 4 | -6 | 3 | -1 | 0 | 12 | -7 | -4
CC(C)C[C@H]1CN([C@@H](CC(C)C)CN2CCCC2CN2C(=S)NC[C@@H]2Cc2ccc(O)cc2)C(=S)N1CCc1ccccc1 (stereo not given in full) | 0.3 | -3 | -2 | 0 | 0 | -4 | 5 | -4 | 25* | 2
Cc1ccc(S(=O)(=O)N2CCCC2C(=O)Nc2ccc(O)cc2)cc1 (stereo not given) | 0.4 | -3 | -1 | 0 | -4 | 7 | -2 | 4 | 8 | 1
Cc1csc(NC(=O)c2ccc(OCC3CCCO3)cc2)n1 (stereo not given) | 1.0 | 6 | -16 | -1 | -3 | 2 | 17 | -13 | -8 | 16
Cc1cc(C)c2c(n1)sc1c(=O)n(Cc3ccccc3Cl)nnc12 | 0.3 | · | 14 | -3 | 2 | -3 | -5 | -1 | 1 | -14
Cc1ccc(/C=C/C2=NN(Cc3ccc(Cl)c(Cl)c3)C(=O)CC2)cc1 | -1.6 | -1 | 14 | -3 | 6 | 4 | -6 | -10 | -3 | -14
Cc1ccc2cc(CN(C(=O)c3ccco3)c3ccccc3C)c(=O)[nH]c2c1 | 2.8 | · | 4 | -7 | -9 | 2 | -8 | 0 | -2 | -4
CC(C)(C)NC(=O)C(c1cccs1)N(C(=O)C(=O)NC1CCCC1)c1ccccc1F (stereo not given) | 2.5 | -1 | 12 | -3 | -1 | 5 | 15 | 5 | -8 | -12
O=C(CSc1nc(-c2ccccc2)ns1)NCC1CCCO1 (stereo not given) | 0.6 | 2 | 14 | 5 | 1 | 1 | 28 | 6 | -11 | -14
COc1cccc(C(=O)NC2CCCc3ccccc32)c1OC (stereo not given) | 0.1 | -1 | · | -1 | 0 | 5 | · | -15 | -1 | ·

# (more compounds)
# Values run as follows: CDK5 inh, Wnt bcat act, SR-BI DiI-HDL act, Rtt109 Vps75, HTR5A ag ctr, cardiac RTF act, MITF act, PvdQ acylase, dFosB activator, SR-BI DiI inh
CCNC(=S)NCC
    0.1, 3, 7, 3, 0, -6, -4, -15, -6, -7
COc1cc(NS(=O)(=O)c2ccc(NC(=O)COc3ccccc3C)cc2)nc(OC)n1
    -6.3, ·, -25, 11, -1, 2, 7, 3, 1, 25
Cc1ccc(C(C)n2cc(C(=O)NCc3ccccn3)nn2)cc1 (stereo not given)
    1.9, 1, 24, 3, 2, 7, 11, 6, -7, -24
Cc1ccc(-c2nc(NC(=O)CSc3cc(C)c4ccccc4n3)ns2)cc1
    0.8, 2, 8, 2, 0, 21, 12, -2, 0, -8
COc1ccc(-n2nnnc2SCC(=O)c2ccc(OC)c(OC)c2)cc1
    0.1, -2, -25, 6, 5, 5, 2, -11, -17, 25
CN(C)c1ccc(S(=O)(=O)N(C)C)cc1[N+](=O)[O-]
    0.3, -1, 2, -1, -3, 4, 6, -2, -9, -2
Clc1ccc2[nH]c(-c3ccccc3)cc2c1
    0.1, ·, -12, 3, 9, -1, 46, -16, -3, 12
COCCNC(=O)c1c(CSc2ccc(Cl)cc2)noc1C(=O)NCc1ccccc1
    -0.6, -3, 5, -7, 0, 2, -2, -15, -5, -5
Cc1ccc(S(=O)(=O)NCCCNS(=O)(=O)c2ccc(C)cc2)cc1
    -2.0, -4, 33, -5, 1, 2, ·, -15, -7, -33
CC(=O)C1=C(O)C(=O)N(CCC(=O)O)C1c1ccccc1[N+](=O)[O-] (stereo not given)
    1.4, -9, 12, -7, 3, -2, -3, 10, 5, -12
O=C(Nc1cccc(Cl)c1)C1COc2ccccc2O1 (stereo not given)
    -2.9, 6, 4, -3, 3, -4, ·, -6, -4, -4
CCN(CC)P1(=O)OC(c2cc(OC)c(OC)c(OC)c2)=Nc2c1c(C)nn2-c1ccccc1 (stereo not given)
    1.2, ·, -12, -2, 1, -3, -3, -8, -4, 12
CC(C)(C)OC(=O)C[C@@H]1C/C=C\C[C@H](CC(=O)N(CCO)Cc2ccccc2)C(=O)N[C@@H](Cc2ccccc2)COC1=O
    -0.2, 1, 7, 7, -1, -1, -12, -14, -7, -7
CCN1CCOC(CC(=O)Nc2ccc([N+](=O)[O-])cc2)C1=O (stereo not given)
    -0.4, 1, 5, 6, 4, 0, 4, 3, 3, -5
CCCSc1nc2sc3c(c2c(=O)[nH]1)CCN(Cc1ccccc1)C3
    0.7, -3, 16, 16, -1, 9, 3, -14, -7, -16
NC(=S)N/N=C/c1ccc(-c2cccc([N+](=O)[O-])c2)o1
    -0.6, ·, -78, 15, 1, 8, 0, -15, -14, 78*
CCCCCC(=O)NNC(=S)NC(C)=O
    -1.9, -1, -5, 0, -1, 1, -6, -2, -2, 5
CC(=O)OC(C(=O)NC1CCCCC1)c1ccc(C)cc1 (stereo not given)
    -0.9, ·, 4, 4, -2, -5, ·, -3, 1, -4
CC[C@H](C)C(N)c1cn(C(CCCN=C(N)N)C(=O)N2CCNCC2)nn1 (stereo not given in full)
    3.0, -2, -7, -12, 3, 10, 0, 1, 8, 7
COc1ccc(Sc2nc(-c3ccccn3)ncc2OC)cc1
    0.8, 2, -26, 4, 4, -1, -18, -4, -2, 26
